VIM-2 inhibitor = inhibitors of Pseudomonas aeruginosa VIM-2 metallo-beta-lactamase | purified VIM-2, nitrocefin hydrolysis, epi-absorbance fluorescence | inhibition, % at 5.6 µM | 290,000 compounds, 0.89% hits | AID 1527;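 active = inhibition above the mean of all tested compounds plus 3 SD, cutoff set per screening run, cut at about 7.5% in these data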;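 note: red hydrolysis product quenches plate fluorescence so inhibitors raise well fluorescence; 0% = enzyme with DMSO and 100% = DMSO without enzyme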
IDE cell activ = boosts human insulin-degrading enzyme activity in HEK cells; 340,000 compounds, 0.073% hits; AID 493087; P14735; activation, % at 5.96 µM; FAbeta-B cleavage, fluorescence polarization; 0% vehicle, 100% cell-free pure enzyme wells;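 active = activation above the mean of all tested compounds plus 3 SD, set per screening campaign, cut at about 17% in these data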
NS3 helicase inh = inhibitors of Hepatitis C virus NS3 helicase; NS3 helicase DNA unwinding, Cy5 molecular beacon fluorescence; inhibition, % at 10.9 µM; 290,000 compounds, 0.56% hits;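 active = inhibition above the mean of all tested compounds plus 3 SD, set per campaign, cut at about 35% in these data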;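 note: 0% = DMSO wells and 100% = thioflavine S control wells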
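Assay system: hepatitis C virus NS3 helicase domain fragment enzyme. Also added: annealed dual-labelled DNA beacon duplex, ATP-started. Timing: 1 h reaction at 25 °C, ATP-initiated. Technique: Cy5 fluorescence at 0 and 60 min, beacon hairpin quenching. Evaluation: % inhibition of unwinding. Replication: one well per compound.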
IDE inh = inhibits human insulin-degrading enzyme in HEK cells | P14735 | FAbetaB cleavage, fluorescence polarization | inhibition, % at 5.59 µM | 320,000 compounds, 0.41% hits;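 active = percent inhibition above the average of all tested compounds plus 3 SD, set per screening campaign, cut at about 16% in these data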;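 note: IDE supplied by intact live HEK cells; FP after avidin binding of uncleaved biotin substrate so inhibition keeps polarization high; 0% = DMSO wells and 100% = 60 µM reference IDE inhibitor Ii1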
GalR3 antag = antagonists of human GalR3 | HEK293 GalR3-CNG cAMP membrane potential fluorescence; galR3 body fused to GalR1 C-terminus | 360,000 compounds, 0.44% hits | inhibition, % at 3 µM;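 active = inhibition above the screen-wide average plus 3 SD, cut at about 13% in these data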;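 note: forskolin and galanin both at EC90 stimulate the cells; cAMP rise reported by CNG channel membrane potential dye signal; 0% = forskolin plus galanin with DMSO and 100% = forskolin alone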
Target sequence (O60755 1-299 limits assumed): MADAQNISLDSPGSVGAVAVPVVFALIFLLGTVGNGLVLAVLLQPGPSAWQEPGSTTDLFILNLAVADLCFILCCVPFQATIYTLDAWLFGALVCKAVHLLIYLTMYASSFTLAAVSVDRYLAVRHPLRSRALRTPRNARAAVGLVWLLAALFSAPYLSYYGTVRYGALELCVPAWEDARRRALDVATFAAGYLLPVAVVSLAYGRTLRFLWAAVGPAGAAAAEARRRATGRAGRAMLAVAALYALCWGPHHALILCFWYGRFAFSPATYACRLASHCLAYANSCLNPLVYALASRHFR
SUMO HTRF inh = inhibitors of human SUMOylation (UBC9); P63279; HTRF SUMOylation assay, SAE1/SAE2 + UBC9, in vitro; inhibition, % at 35 µM; 290,000 compounds, 0.36% hits; AID 2006; in the data active = inhibition above about 50%, passing the limit was not always enough; note: strong numbers were not always called active
Target sequence (P63279 whole entry, looked up): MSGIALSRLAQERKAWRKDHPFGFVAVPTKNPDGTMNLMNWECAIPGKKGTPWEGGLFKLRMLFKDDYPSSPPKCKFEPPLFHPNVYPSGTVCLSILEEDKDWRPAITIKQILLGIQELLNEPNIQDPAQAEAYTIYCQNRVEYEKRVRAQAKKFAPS
CRFBP-R2 block = CRF-BP/CRF-R2 complex antagonism; HEK293 CRF-R2/CRF-BP, CRF-induced calcium fluorescence; inhibition, % at 11.8 µM; 350,000 compounds, 0.59% hits;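 active = inhibition of the ligand-induced calcium signal above about 50% at the single tested concentration, limit read from the data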
p-CIP stab down = p/CIP protein destabilization; decrease of EGFP signal, % at 10 µM; 290,000 compounds, 0.01% hits; AID 1984; F442A p/CIP-EGFP cells, EGFP fluorescence, 16 h; Q05BA5;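 active = EGFP signal decrease of at least 30% at 10 µM or well 3 SD below plate mean, unless failing retest; inactive = the rest, including hits failing retest or dose response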; note: some compounds called inactive have numbers as strong as hits; many of its hits are not listed in these tables
IMP-1 inh = blocks Pseudomonas aeruginosa IMP-1 metallo-beta-lactamase; purified IMP-1, nitrocefin hydrolysis, epi-absorbance fluorescence; inhibition, % at 5.6 µM; 290,000 compounds, 0.45% hits;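 active = inhibition above the mean plus 3 SD of all compounds in the same screening run, cut at about 4.5% in these data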;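 note: 0% = IMP-1 with DMSO and 100% = DMSO wells lacking enzyme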
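System: Purified recombinant IMP-1 metallo-beta-lactamase enzyme | Measured by: Fluorescence quenching readout, ex 480/em 530 nm | Replication: Singlicate | Incubation: 15 min preincubation plus 25 min reaction at 25 °C | Evaluation: Percent inhibition from optical density relative to buffer-blank wells | Benchmarks: DMSO with and without IMP-1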
Starred values were filed as active, the others as inactive; · = no result given; & = joins results of further samples.

SMILES	VIM-2 inhibitor	IDE cell activ	NS3 helicase inh	IDE inh	GalR3 antag	SUMO HTRF inh	CRFBP-R2 block	p-CIP stab down	IMP-1 inh
CCN=C1SC(CC(=O)Nc2ccc3c(c2)OCO3)C(=O)N1CC (stereo not drawn)	-2.3	2	12	-2	-3	5	4	8	-1.7
Cc1ccc(N(C(=O)c2csnn2)C(C(=O)NC2CCCCC2)c2ccccn2)cc1C (stereo not drawn)	-3.9	-2	5	2	-12	8	30	0	-1.9
CC1CCN(C(=O)C2CCC(CNS(=O)(=O)c3cccc4cccnc34)CC2)CC1 (stereo not drawn)	-2.1	1	6	1	3	3	·	-5	-2.2
CN1CCCNc2nc3ccccc3nc21	-2.7	9	-7	1	-3	21	16	-21	-2.7
Clc1ccccc1/C=N/NC1=Nc2cccc3cccc1c23	-2.5	5	-20	4	-2	19	-13	-5	-3.3
O=c1[nH]ncn1-c1ccccc1	-2.6	1	-3	2	-5	7	8	6	-1.2
CN1c2ccc(Cl)cc2C(=O)NC1C1CC=CCC1 (stereo not drawn)	-1.0	5	3	4	-3	17	-17	-2	-2.1
O=C(Nc1nncs1)Oc1ccccc1	-0.1	1	5	0	1	-16	8	9	-1.5
Cc1ncc([N+](=O)[O-])n1CCOC(=O)c1ccc(Br)cc1	2.4	2	-4	2	-4	19	10	-10	-0.6
CC(C)(C)c1ccc(C(=O)Nc2ccc(S(N)(=O)=O)cc2)cc1	-1.5	4	-3	-2	-11	2	-6	-2	-1.3
COc1cc(OC)cc(C(=O)N[C@H](C(=O)NCCc2ccc(S(N)(=O)=O)cc2)C(C)C)c1	-1.3	0	10	-1	-6	-14	4	-6	0.3
C(#CCN1CCOCC1)COC(c1ccccc1)c1ccccc1	-1.0	6	-4	4	0	0	16	-16	1.2
C/C(=N\NC(=O)c1nnn(-c2nonc2N)c1CSc1ccccc1)c1ccc2c(c1)OCO2	-1.9	2	7	0	-6	14	-3	-4	-2.8
CC(NC(=O)NC(=O)c1ccc(F)cc1)C1CC1 (stereo not drawn)	·	0	·	-2	-6	·	-27	·	·
CC(NC(=O)N(Cc1ccccc1)Cc1ccc2c(c1)OCO2)(C(F)(F)F)C(F)(F)F	1.0	4	-6	4	-5	14	-6	-11	-0.8
C[C@@H]1COC(=O)[C@H](Cc2ccc(F)cc2)C/C=C\C[C@@H](CC(=O)NCCO)C(=O)N1	·	-3	·	5	4	·	9	·	·
Cc1nc2ccccc2cc1C(=O)NCc1ccccc1	·	8	·	-5	6	·	5	·	·
CC1Cc2nc(SCC(=O)NCc3ccco3)n(-c3ccccc3)c(=O)c2S1 (stereo not drawn)	-4.1	6	7	0	·	7	2	-6	-3.1
Cc1cc2sc(C(=O)O)c(C)c2s1	-1.6	0	4	-3	4	0	-17	-1	2.1
COc1ccc(/C=N/n2cc(-c3ccccc3)nc2N)cc1	-3.1	9	-2	6	·	-10	14	-2	-3.7
c1ccc2[nH]c(SCC3CCCCO3)nc2c1 (stereo not drawn)	-0.4	6	-10	2	1	9	-5	-7	-1.4
CCc1ccc(C(=O)/C=C/NCc2ccc(F)cc2)cc1	-0.5	1	-12	3	-5	-7	-25	-2	-3.8
CCn1nc(C)c(CN2CCc3c([nH]c4ccccc34)C2c2ccc(F)c(OC)c2)c1C (stereo not drawn)	-1.8	0	-22	-2	0	-2	-9	-1	-0.6
CCOc1ccc(NS(=O)(=O)c2ccc(C)c(C(=O)NCCCn3ccnc3)c2)cc1	-4.1	5	-10	1	-3	2	1	-7	-2.4
CCCCNc1ccc(C(CC(N)=O)NC(=O)Cc2cccc3ccccc23)cc1[N+](=O)[O-] (stereo not drawn)	·	4	·	-4	-1	34	12	-1	·
Cc1ccc(S(=O)(=O)Nc2cccnc2)c(C)c1C	0.9	-1	-5	-5	-3	11	4	-7	1.8
CC(C(=O)NCC1CCCO1)N(C(=O)c1snc(C(N)=O)c1N)c1cccc(F)c1 (stereo not drawn)	-2.0	-4	-6	5	-3	23	8	9	-3.8
O=C(NCC(c1ccc(F)cc1)N1CCOCC1)c1ccccc1F (stereo not drawn)	-1.3	4	4	1	-3	7	-7	0	-1.3
O=C(CN(Cc1ccc(F)cc1)C(=O)c1csnn1)NCc1ccc2c(c1)OCO2	-2.0	3	-1	2	-6	5	-5	-6	0.2
Cn1c(=O)c2c(nc3n2CCCN3CCc2ccccc2)n(C)c1=O	3.0	-2	25	-1	2	2	-14	-18	2.3
COc1ccc(CN(C)C(=O)CCCNC(=O)c2ccc(Cl)cc2)cc1	-1.1	2	-1	-2	-7	-2	3	3	-2.4
Cc1oc(-c2ccc(Cl)cc2)nc1CSCC(=O)NC1CCN(Cc2ccccc2)CC1	0.5	2	-27	1	96*	·	-24	-2	-1.9
CC(=O)Oc1cc2c3c(c1)/C(=C1/SC(=S)NC1=O)C(=O)N3C(C)(C)C=C2C	-3.4	8	53*	-5	6	18	38	-28	-3.3
O=C(COc1ccc(Cl)cc1)Nc1cc(S(=O)(=O)N2CCCCC2)ccc1N1CCCCC1	-2.3	3	8	-5	2	-9	-1	7	-2.4
COc1ccccc1NC(=O)COc1ccc(C(=O)OCC(=O)N2CCCC2=O)cc1OC	-2.7	-3	-3	4	-6	19	18	-10	-4.0
c1c2c(cc3sc(N4CCCCC4)nc13)OCO2	-2.4	-6	-2	2	-2	-25	4	-2	-4.2
COc1ccc2[nH]c(C(=O)N3CCN(C)CC3)c(C)c2c1	-0.2	4	-9	·	-5	13	0	-2	-1.1
COc1ccc(CCNC(=O)c2cc3c(=O)n4ccccc4nc3n(C3CCCCC3)c2=N)cc1	-0.7	4	-25	2	-3	5	2	-2	-0.8
COC(=O)c1cc(S(=O)(=O)NCCN2CCN(c3ccccc3F)CC2)c[nH]1	-2.4	5	10	1	-9	5	2	-14	-2.9
O=C(N/C(=C/c1cccs1)C(=O)N1CCOCC1)c1ccco1	-0.3	-3	-9	-2	-4	15	3	-6	-0.9
Cc1csc(SCC(=O)Nc2sccc2C#N)n1	-0.9	-2	-4	-4	-5	-6	-30	-5	-2.9
O=C1c2ccccc2C(Nc2ccc(F)c(Cl)c2)N1c1ccccn1 (stereo not drawn)	-3.8	-4	-5	2	·	2	23	-6	-3.9
Cc1cccc(CS(=O)(=O)Cc2ccc(C(=O)NCc3cccs3)o2)c1	-3.9	5	-2	2	-4	2	13	6	-2.1
O=C(CN1CCN(Cc2ccccc2)CC1)c1c[nH]c2ccccc12	0.2	-4	-2	7	-1	14	1	1	-0.9
O=C(/C=C/c1ccc([N+](=O)[O-])cc1)c1ccco1	-1.4	0	4	0	-11	-13	-37	-2	-1.8
CN(CCC#N)C(=O)COC(=O)c1ccc2c(c1)C(=O)N(C1CCCCC1)C2=O	0.8	3	0	-1	-3	-6	7	11	-1.4
O=C(CSc1nnc(-c2ccccc2Cl)o1)Nc1ccc2c(c1)OCCO2	-0.7	-2	-5	-4	-6	-4	25	-3	-2.2
CCCC(C)NC(=O)C1CCN(S(=O)(=O)c2ccccc2)CC1 (stereo not drawn)	-2.6	0	1	-2	-9	4	3	4	-2.3
CCOc1cc(N2CCOCC2)c(OCC)cc1NC(=O)Cc1ccccc1	-0.7	6	-3	-3	-6	1	-7	6	-1.0
Cc1ccc(C)c(S(=O)(=O)NCc2ccc(C(=O)N3CCOCC3)cc2)c1	-0.9	3	8	-2	1	15	5	-12	-1.3
C=CCn1c(CSc2nc3ccccc3s2)nnc1SCC(=O)NCc1ccccc1	-0.7	-13	-4	10	5	10	3	3	-2.2
COc1ccc(CNc2ccc3cn[nH]c3c2)c(OC)c1OC	-2.2	0	-3	3	-6	14	40	-17	-5.6
O=C(O)Cc1coc2ccc3ccccc3c12	-1.1	7	-4	-4	-2	-4	1	4	-1.5
CC(=O)NCc1ccc(S(=O)(=O)NC2CCN(Cc3ccccc3)CC2)cc1	-2.3	·	-2	3	-4	15	-17	-5	-3.2
CC1O[C@@H](O[C@H](C)CC[C@@H](C)O)C(O)C[C@H]1O (stereo partly drawn)	·	-1	·	-5	4	·	6	·	·
CCCCN(C(=O)c1cccc(-n2cccc2)c1)c1c(N)n(CCC)c(=O)[nH]c1=O	·	4	·	1	-6	·	4	·	·
CC(C)C1Nc2c(C(=O)O)cccc2C(Nc2ccccc2C(=O)O)C1(C)C (stereo not drawn)	1.6	5	11	6	-6	-4	6	15	-0.7
CCCn1c(=O)[nH]c(=O)c2[nH]cnc21	-1.0	0	-4	4	0	-16	2	-4	-1.0
Cc1cc(Cl)ccc1OCCCC(=O)NC1CCN(C)CC1	0.9	2	-12	1	·	-10	-27	-14	1.2
CCC(CC)NC(=O)c1n[nH]c(=O)c2ccccc12	0.7	2	1	0	8	-4	-5	-4	-0.2
More compounds
SMILES	VIM-2 inhibitor	IDE cell activ	NS3 helicase inh	IDE inh	GalR3 antag	SUMO HTRF inh	CRFBP-R2 block	p-CIP stab down	IMP-1 inh
O=C(NCc1ccco1)C1CCCN1C(=O)Nc1cccc(Cl)c1 (stereo not drawn)	-2.6	7	1	-4	-5	8	5	3	1.0
O=S1(=O)NC(=NCc2ccccc2)c2ccccc21	-1.1	-1	-5	-2	-7	15	18	-6	-5.5
CCOC(=O)N1CCN(C(=O)c2cccc(NC(=O)c3ccco3)c2)CC1	-3.1	3	10	2	3	1	9	6	-4.0
CCCCCCCCCCOC(=O)Cn1c(COc2ccc(OC)cc2)[n+](C)c2ccccc21	-2.5&-3.1	14&13	-59&-76	0&9	·	17&-1	-15&-17	-6&-20	-3.3&-7.2
Cc1ccc(NC(=O)CN(C)C(=O)CSc2nc(C)cs2)cc1	0.6	3	3	-3	-6	-1	10	-3	0.1
CCOC(=O)C1=C(C)N=c2s/c(=C/c3ccc(OCC(=O)O)cc3)c(=O)n2C1c1cc(OC)c(OC)c(OC)c1 (stereo not drawn)	0.6	-4	1	7	-8	14	-13	-8	-1.4

An excerpt from above in order of their number in IDE cell activ, low to high.
SMILES	VIM-2 inhibitor	IDE cell activ	NS3 helicase inh	IDE inh	GalR3 antag	SUMO HTRF inh	CRFBP-R2 block	p-CIP stab down	IMP-1 inh
C=CCn1c(CSc2nc3ccccc3s2)nnc1SCC(=O)NCc1ccccc1	-0.7	-13	-4	10	5	10	3	3	-2.2
O=C(CSc1nnc(-c2ccccc2Cl)o1)Nc1ccc2c(c1)OCCO2	-0.7	-2	-5	-4	-6	-4	25	-3	-2.2
CC(NC(=O)NC(=O)c1ccc(F)cc1)C1CC1 (stereo not drawn)	·	0	·	-2	-6	·	-27	·	·
O=C(Nc1nncs1)Oc1ccccc1	-0.1	1	5	0	1	-16	8	9	-1.5
CCOc1cc(N2CCOCC2)c(OCC)cc1NC(=O)Cc1ccccc1	-0.7	6	-3	-3	-6	1	-7	6	-1.0

High-throughput results as filed in PubChem.

This is a random part of the collection; 3.2% or so of the library scored in one or more.
